HEK293 tox = cytotoxicity in counter-screen for GLP-1R inverse agonists; HEK293 cAMP-luciferase reporter cells, luminescence, 24 h; Potency, µM (series often up to 38.3 µM), without a hit: top-dose activity change, negative = inhibition, most hits filed as inhibitors; hit rate 0.13% among 410,000; AID 624418;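 further: loss of luciferase light is scored as toxicity; potency means the concentration at half of the fitted maximal effect; on the % scale 0 is the no-effect control and ±100 the full control effect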
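Luminescence readout: signal drop marks cytotoxicity. Plated cells grew 12 h at 37 °C, 5% CO2, received 23 nL compound for 24 h, then got luciferase reagent, read after 12 min at RT.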
IL2 activator = activators of IL-2. IL-2 activation reporter assay, cell-based qHTS; stimulated with anti-CD3/CD4/CD28 beads; in transgenic mouse T cells. activation, % (series mostly up to about 46 µM). hit rate 0.065% among 360,000; in the data active means activation above about 50%; inconclusive means mostly about 30% to 49%; further: 0% is about no effect
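Screening format: compound pinned onto unstimulated transgenic mouse T cells, 60 min incubation, then anti-CD3/anti-CD4/anti-CD28 bead stimulation for 18 hours at 37 degrees C, followed by EGFP and DsRed detection.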
GLP1R ag = GLP-1 receptor (human) agonism | HEK293 GLP-1R CRE-luciferase, luminescence, 4-6 h; cells express a hypersensitive GLP-1R form | hit rate 0.007% among 380,000 | Potency, µM (series often up to 45.6 µM), inactives show at the highest dose activation, actives largely listed as activators; further: potency means the concentration at half of the fitted maximal effect; % of control where 0% means no effect
DRD3 antagonist = antagonists of human D3 dopamine receptor; P35462; D3R cells, DiscoveRx beta-arrestin luminescence, antagonist mode; active compounds read low; max response, negative = inhibition, %; hit rate 2.5% among 360,000; AID 652054; in the data active means max response below about -50%; inconclusive means no clear call, values can overlap the other calls; further: on the % scale 0 is the no-effect control and ±100 the full control effect; mostly tested at two doses, the higher about 12 µM
Target sequence (P35462 whole entry, looked up): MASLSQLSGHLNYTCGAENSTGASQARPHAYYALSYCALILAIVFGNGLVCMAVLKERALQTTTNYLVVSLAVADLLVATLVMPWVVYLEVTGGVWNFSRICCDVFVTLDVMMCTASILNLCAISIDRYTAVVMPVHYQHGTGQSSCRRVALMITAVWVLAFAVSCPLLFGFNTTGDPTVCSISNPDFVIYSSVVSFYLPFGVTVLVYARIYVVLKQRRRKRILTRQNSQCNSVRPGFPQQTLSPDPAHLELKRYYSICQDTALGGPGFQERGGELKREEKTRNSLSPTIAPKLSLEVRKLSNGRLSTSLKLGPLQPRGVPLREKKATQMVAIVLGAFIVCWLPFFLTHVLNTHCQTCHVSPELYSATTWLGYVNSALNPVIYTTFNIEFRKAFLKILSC
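Cells expressing the human receptor were seeded at 1500 cells/well, incubated overnight at 37 degrees C in 5% CO2, then exposed to library compounds with dopamine controls for 90 minutes at 37 degrees C before luminescent detection.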
DRD3 agonist = activates the human D3 dopamine receptor; D3R DiscoveRx beta-arrestin cells, luminescence, 90 min; AID 652048; P35462; hit rate 0.58% among 410,000; max activation, %; in the data active means max activation above about 30%; further: 0% is about no effect; mostly tested at two doses, the higher about 12 µM
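Agonist mode: compounds and dopamine controls were applied to plated cells for 90 min at 37 degrees C after an overnight attachment at 1500 cells/well. Luminescent read-out followed 30 - 60 minutes at room temperature with DiscoveRx detection reagent.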
PLK1 PBD block = inhibitors of human PLK1 polo-box domain binding | Plk1 PBD binding of FITC phosphopeptide, fluorescence polarization | Potency, µM, for the others: max response, negative = inhibition, usual class: inhibitors | hit rate 2.8% among 360,000; further: potency means the concentration at half of the fitted maximal effect; series mostly up to about 57 µM; on the % scale 0 is the no-effect control and ±100 the full control effect; nearly all actives have a fitted effect of over 65% in size
PI5P4Ka inh = PI5P4K alpha (human) kinase inhibition; AID 652105; P48426; hit rate 1.2% among 330,000; PI5P4Kalpha enzyme, ADP-Glo luminescence, 60 min; active compounds read low; max response, %; active means max response of -50% or lower; inconclusive means between -30% and -50%; inactive means -30% or higher; further: value at the top dose of about 77 µM; on the % scale 0 is the no-effect control and ±100 the full control effect
Target sequence (P48426 whole entry, looked up): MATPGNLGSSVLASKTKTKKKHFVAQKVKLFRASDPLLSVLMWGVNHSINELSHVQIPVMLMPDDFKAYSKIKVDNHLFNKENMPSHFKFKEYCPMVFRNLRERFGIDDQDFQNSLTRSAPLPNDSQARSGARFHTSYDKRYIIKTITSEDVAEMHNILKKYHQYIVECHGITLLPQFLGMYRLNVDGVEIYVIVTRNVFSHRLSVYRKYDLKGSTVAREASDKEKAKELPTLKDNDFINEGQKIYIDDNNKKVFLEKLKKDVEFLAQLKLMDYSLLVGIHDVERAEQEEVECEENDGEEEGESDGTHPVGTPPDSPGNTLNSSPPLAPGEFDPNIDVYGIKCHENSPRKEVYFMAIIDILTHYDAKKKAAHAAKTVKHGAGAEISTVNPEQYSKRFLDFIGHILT
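Human PI5P4Kalpha with substrate in 0.038 M HEPES pH 7.4, 0.28 mM EGTA, 0.1% CHAPS, 5% DMSO; reaction started with 5 microM ATP (final), 60 min at room temperature. ADP formed read by ADP-Glo luminescence.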
GLP-1R inv ag = GLP-1 receptor (human) inverse agonism; P43220; HEK293 GLP-1R CRE-luciferase, luminescence, 24 h; GLP-1R form is constitutively active; Potency, µM (highest dose often 38.3 µM), for the others: top-dose activity change, negative = inhibition, usual class: inhibitors; hit rate 1.6% among 410,000; AID 624417; further: potency means the concentration at half of the fitted maximal effect; on the % scale 0 is the no-effect control and ±100 the full control effect; nearly all actives have a fitted effect of over 55% in size
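GLP-1R inverse agonism mode: basal reporter luminescence in engineered HEK293 cells measured after one day of compound exposure at 37 deg C, with a 12 min room-temperature detection step.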
WRN inhibitor = WRN helicase (human) inhibition | Q14191 | WRN helicase unwinding, fluorescent forked duplex, kinetic | Potency, µM (highest dose often 114 µM), for the others: at the highest dose activity change, negative = inhibition, most hits filed as inhibitors | hit rate 0.46% among 360,000 | AID 651768; further: potency means the concentration at half of the fitted maximal effect; on the % scale 0 is the no-effect control and ±100 the full control effect; nearly all actives have a fitted effect of over 55% in size
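Screening of the MLSMR collection measured strand separation of a quenched forked DNA duplex (100 nM) by 20 nM WRN with 2 mM ATP, all final. Compounds were preincubated with enzyme 15 min at room temperature.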
Numbers without * were called inactive; ? = inconclusive; . = not tested or not shown; [ ] = remark or other dose. Unless noted, the call rests on the fitted dose curve; in most records, active means well fitted curve in the direction sought with a large enough effect; inconclusive means small, poorly fitted or top-dose-only effect, or another doubt; inactive means no such curve, though single readings can be large; an effect the other way counts as inactive or inconclusive.

A first look:
Each structure is followed by: DRD3 agonist	DRD3 antagonist	PI5P4Ka inh	WRN inhibitor	GLP1R ag	IL2 activator	HEK293 tox	PLK1 PBD block	GLP-1R inv ag
> COc1ccc(S(=O)(=O)N=N/C=C2\C=CC=CN2O)cc1OC
    -4	-15	1	5%	1%	-2.4	5%	-24%	21%
> CNC(=S)N/N=C/c1c(Cl)cccc1Cl
    1	5	7	5%	13%	-2.5	?	-1%	?

Results, from the first entry:
Each structure is followed by: DRD3 agonist	DRD3 antagonist	PI5P4Ka inh	WRN inhibitor	GLP1R ag	IL2 activator	HEK293 tox	PLK1 PBD block	GLP-1R inv ag
> COc1ccc(S(=O)(=O)N=N/C=C2\C=CC=CN2O)cc1OC
    -4	-15	1	5%	1%	-2.4	5%	-24%	21%
> CNC(=S)N/N=C/c1c(Cl)cccc1Cl
    1	5	7	5%	13%	-2.5	?	-1%	?
> Cc1cccc(NC(=O)CCC(=O)N2CCOCC2)n1
    2	?	7	6%	-1%	-0.2	-6%	2%	-14%
> COc1ccccc1CNC(=O)CCn1c(=O)c2ccccc2n(CC(=O)Nc2cccc(Cl)c2)c1=O
    -15	.	.	.	-1%	.	1%	.	-4%
> CCNS(=O)(=O)c1ccc2c(c1)NCC2
    1	10	1	-4%	3%	-0.3	3%	6%	29%
> COc1ccc(S(=O)(=O)Cc2ccc(C(=O)NCc3ccco3)o2)cc1
    2	19	2	-3%	0%	-3.0	2%	-4%	-5%
> COc1ccc(CNC(=O)CCSCc2ccc(C)cc2)cc1
    0	-2	-9	-8%	1%	0.4	11%[0.307 µM]	-7%	3%[0.307 µM]
> CC(C)C(c1nnnn1Cc1ccccc1)N(CCCO)Cc1cc2cc3c(cc2[nH]c1=O)OCO3 (configuration not stated)
    -8	0	4	-22%	4%	0.0	50%[activator]	-11%	27%
> COc1ccc(NC(c2ccccc2)c2ccncc2)cc1 (configuration not stated)
    -6	-18	0	5%	-2%	-0.9	0%	-6%	?
> Cc1c(NC(=O)c2ccc(N3C(=O)C4C5C=CC(C5)C4C3=O)cc2)c(=O)n(-c2ccccc2)n1C (configuration not stated)
    1	2	0	1%	-10%	-0.2	2%	-1%	7%
> Cc1ccc2c(c1)N(C(=O)CCC(=O)NCCN1CCOCC1)CCO2
    1	9	2	4%	-1%	0.3	9%	-5%	3%
> COC(=O)n1c(=O)oc2cc(S(=O)(=O)N3CCOCC3)ccc21
    -2	-19	-7	3%	-10%	0.1	4%	1%	49%[activator]
> CCn1c(SCc2cccnc2)nc2c1c(=O)n(C)c(=O)n2C
    21	6	.	9%	3%	-2.8	-1%	-2%	0%
> Cc1cccc(N2CCN(C(=O)CCNS(=O)(=O)c3ccc4c(c3)CCC(=O)N4)CC2)c1C
    -1	23	.	-10%	-7%	18	4%	-3%	4%
> COCCCNC(=O)c1ccc(NS(C)(=O)=O)cc1
    -5	0	-3	-3%	5%	-2.5	6%	0%	2%
> Cc1ccccc1-n1c(Cn2c(=O)sc3ccccc32)nnc1SCC(=O)N1CCOCC1
    4	5	11	-3%	-1%	1.2	-27%	-28%	1%
> Cc1ccc([N+](=O)[O-])cc1NC(=O)CN(c1ccccc1)S(=O)(=O)N(C)C
    -5	.	.	.	0%	.	-3%	.	-14%
> CC(=O)O[C@@H]1[C@H]2[C@@H](C[C@@H](C)[C@@H]3CCC(=O)[C@@]13C)OC(=O)[C@@H]2C
    4	-1	0	0%	3%	0.2	-8%	3%	4%
> CC(=O)c1cc(CC=C(C)C)c(O)c(CC=C(C)C)c1O
    3	7	1	-2%	1%	0.5	-14%	-1%	?
> O=C(NCCCn1ccnc1)c1cc(-c2ccncc2)nc2ccccc12
    2	-13	3	2%	7%	-4.4	4%	-4%	0%
> CC(=O)c1c(C)oc2ccc(O)c(CN3CCOCC3)c12
    -1	19	.	9%	-7%	-0.7	1%	-6%	-2%
> CCc1ccc(N2CC(C(=O)OCc3nc4ccsc4c(=O)[nH]3)CC2=O)cc1 (configuration not stated)
    -1	-26	-28	-15%[11.6 µM]	3%	0.5	32%[activator]	-29%	-4%
> CCOC(=O)N1CCN(C(=O)CSCc2ccccc2Cl)CC1
    -1	8	5	-16%[57.1 µM]	8%	0.1	3%	-8%	8%
> O=S1(=O)C=C(SCc2ccc(Cl)c(Cl)c2)Nc2ccccc21
    -6	18	1	?	-16%	-1.2	-4%	-13%	?
> Cn1c(=O)c2c(nc(SCCCO)n2Cc2ccccc2Cl)n(C)c1=O
    -4	-12	-1	-1%	25%	1.6	14%	-14%	77%[activator]
> CC1(C)CC(=O)C=C(c2ccc(OC(F)(F)F)cc2)C1
    0	0	4	-3%	2%	-1.1	11%	-9%	3%
> C=CCn1c(COc2ccccc2F)nnc1SCC(=O)N1CC(=O)Nc2ccccc21
    3	-4	-3	-1%	-6%	-0.8	-17%	-1%	0%
> CCN(C1CCCCC1)S(=O)(=O)c1ccc(-n2cnnn2)c(C)c1
    7	-4	-4	2%	5%	6.4	-7%	-1%	-23%
> O=C(Nc1cccc(O)c1)C1CC(c2c(F)cccc2Cl)=NO1 (configuration not stated)
    10	10	0	2%	0%	2.3	-12%	6%	16%
> CC1(C(=O)NC(=S)NNC(=O)c2ccncc2)CCCCC1
    12	1	2	5%	-32%	0.7	-24%	-4%	-18%
> CCOC(CCc1c(C)nc(NC(C)=O)[nH]c1=O)OCC
    1	23	2	-9%	1%	-0.4	-19%	-3%	-16%
> O=C(COC(=O)CCc1c[nH]c2ccccc12)Nc1ccccc1
    0	?	-4	-26%	-10%	0.2	5%	-19%	8%
> Cc1noc(NS(=O)(=O)c2ccc(NC(=O)C(C)(C)C)cc2)c1C
    12	-6	-4	-3%[57.1 µM]	5%	0.8	-6%	-5%	9%
> CCn1c(SCC#N)nc2cc(S(=O)(=O)N3CCOCC3)ccc21
    -1	-5	-26	-5%	-10%	-1.4	9%	-26%	15%
> O=C(NCC(F)(F)F)C1C(=O)Nc2ccccc2C(=O)N1C1CCCC1 (configuration not stated)
    4	21	-3	-1%	.	-0.4	-5%	0%	9%
> O=C(CCN1C(=O)/C(=C/c2cccs2)SC1=S)Nc1ccccc1O
    -1	10	4	4%	2%	20	-24%	2%	-19%
> O=C(CN(C(=O)CCC(=O)Nc1nccs1)C1CCCC1)NCc1ccc2c(c1)OCO2
    1	12	12	5%[57.1 µM]	11%	-0.4	12%	-4%	18%
> CCOCCN1CCN(c2c3c(nc4cc(-c5ccc(F)cc5)nn24)CCC3)CC1
    4	18	-5	-2%	5%	-2.0	9%	-3%	22%
> CC(=O)Nc1ccc(NC(=O)CSc2nnc(-c3ccc4c(c3)OCO4)o2)cc1
    -11	-13	1	5%	-1%	1.0	2%	3%	52%[activator]
> Cc1ccc(OCC(=O)OCC(=O)NC2CCCC2)cc1C
    3	9	0	-3%	1%	0.3	2%	-7%	-4%
> COc1ccc(N2CCN(C(=O)c3ccc4c(c3)N(Cc3ccc(F)cc3)C(=O)c3ccccc3S4=O)CC2)cc1 (configuration not stated)
    3	.	.	.	-8%	.	3%	.	-4%
> Cc1cc(C)n(C(=O)Cn2nc([N+](=O)[O-])c(Br)c2C)n1
    -10	2	-1	2%	-3%	0.9	2%	-4%	2%
> CCN1CCN(C(C)CCc2ccccc2)CC1 (configuration not stated)
    -10	-27	7	-2%	-2%	-0.6	14%	3%	-9%
> O=C1CC(c2cccc(Cl)c2Cl)c2cc3c(cc2N1)OCCO3 (configuration not stated)
    -8	.	.	.	1%	.	0%	.	1%
> CCn1cc(/C=C2\SC(=O)N(CC(=O)Nc3ccc4c(c3)OCO4)C2=O)c2ccccc21
    -1	-12	2	8%	-8%	0.9	-1%	-1%	-1%
> c1ccc(C2=NNC(c3ccco3)=Nc3ccccc32)cc1
    -1	0	-1	-7%	0%	0.3	3%	-9%	?
> O=c1cc(-c2cccc(Cl)c2)oc2cccc(O)c12
    -11	0	-1	4%	3%	2.2	-3%	-16%	14%
> c1ccc2c(c1)OCC(c1nn3c(Cn4nnc5ccccc54)nnc3s1)O2 (configuration not stated)
    2	30	.	-33%[57.1 µM]	1%	-1.9	-23%	24µM*	-6%
> O=C(O)CC(NC(=O)CC(c1ccccc1)c1ccccc1)c1cccc([N+](=O)[O-])c1 (configuration not stated)
    2	5	2	2%	-6%	1.5	-19%	-4%	6%
> CC(C)(C)c1nc(N)nc(=O)[nH]1
    -6	1	2	5%	-7%	-0.4	7%	3%	6%
> O=C(c1cccnc1)N(Cc1ccccc1)C1(C(=O)Nc2ccccc2)CCCCC1
    -5	3	-2	3%	1%	1.1	-18%	-4%	9%
> COc1cc(N)ccc1-c1cc2ccccc2oc1=O
    -2	7	8	1%	18%	-0.3	-7%	-1%	-15%
> CCC(C)C(=O)Nc1nc2c(s1)C(=O)CC(C)(C)C2 (configuration not stated)
    -3	-4	2	1%	3%	2.2	11%	2%	-2%
> O=C(c1ccc([N+](=O)[O-])s1)N1CCN(c2cccc(Cl)c2)CC1
    -20	-2	-13	-1%	-8%	-0.2	-4%	-14%	?
> Cc1cc(NN)nc(NS(=O)(=O)c2ccccc2Cl)n1
    -1	14	3	-5%	0%	4.3	1%	-3%	6%
> O=C(OCc1nnc(-c2ccc(Cl)cc2)o1)c1ccncc1
    -5	16	1	1%	-12%	1.4	-14%	-10%	9%
> COc1cc(CC(=O)NCc2ccc3c(c2)OCO3)cc(OC)c1OC
    0	8	-4	4%	-1%	0.6	-1%	-11%	20%
> O=C(Nc1ccccc1N1CCN(c2ccccc2)CC1)c1ccccc1
    1	10	0	0%	16%	-0.9	30%	-1%	?
> O=C1CSC(c2ccc3c(c2)OCO3)N1c1ccc(Oc2ccccc2)cc1 (configuration not stated)
    -3	17	0	-10%	1%	1.2	10%	1%	-13%
> Cc1c(CN(C)C(=O)/C=C/c2ccc([N+](=O)[O-])cc2)cnn1C
    5	25	1	-7%	2%	-0.2	11%	-3%	8%
> Cn1c(SCC#N)nnc1-c1cnccn1
    1	4	.	3%	-12%	1.6	-9%	-1%	?

Rows were taken by chance. Share with any hit: about 7.8%.
